Hep lipid drop: modulators of hepatic lipid droplet formation; AML12 mouse hepatocytes, oleate lipid droplets, BODIPY imaging; inhibition, % at 6.5 µM; hit rate 0.4% among 240,000;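 active = lipid droplet intensity inhibited by at least 50%, with more than 500 cells counted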
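Test system: AML12 mouse liver cells; schedule: overnight exposure; technique: high-content imaging of BODIPY-stained droplets and DAPI nuclei; read-out: % inhibition of corrected integrated BODIPY droplet signal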
Siah-1 displacement: blockers of Siah-1 interaction with plectin peptide – biochemical, fluorescence polarization, rhodamine-plectin, uHTS, primary screen (AID 1817) | hit rate 0.02% among 290,000 | displacement, % at 20 µM, or IC50 in µM where a hit was titrated | Siah-1 / rhodamine-plectin peptide fluorescence polarization; higher % means a stronger effect;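 active = displacement of at least 50% at 20 µM, with a fluorescence ratio check between 0.3 and a set limit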;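 note: plate controls were Siah plus tracer with DMSO for no effect and tracer alone without Siah for full effect; strong numbers were not always called active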
K1F lysis inhibition: protection from phage-mediated lysis, alamar blue read-out – E. coli UTI89, K1F phage, bacterial capsule biogenesis inhibitors (AID 488966); E. coli UTI89 K1F phage lysis, alamar blue, 2 h; higher % means a stronger effect; one-dose inhibition, % at 100 µM; IC50 in µM for titrated hits; hit rate 0.02% among 340,000;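 active = phage lysis inhibition, versus mean bacterial control, above a set limit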;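 note: capsule biogenesis inhibitors block K1F phage lysis so surviving cells raise fluorescence; higher fluorescence means more inhibition of phage lysis; actives were called in the ten point dose series up to 300 µM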
Hep lipid drop cells 6.5 µM: recorded beside Hep lipid drop, whose call it bears; cell count; measured here: cell count, cytotoxicity flag;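 cells counted across two imaged fields per well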
An asterisk follows results filed as active; i = inactive; & = joins results of further samples; [ ] = remark or other dose. Only part of the results is shown; the hit share may differ from the screen's.

SMILES	Hep lipid drop	Hep lipid drop cells 6.5 µM	Siah-1 displacement	K1F lysis inhibition
COc1cc(SC)ccc1C(=O)N1CCc2ccccc21	-5.9	799	-1.3%	-1.5%
CC(NC(=O)CN1CCOCC1)c1ccccc1 (stereo not given)	-2.0	829	2.7%	0.4%
COc1cccc(N2CCN(C(=O)CCS(=O)(=O)c3ccc4c(c3)oc(=O)n4C)CC2)c1	-3.4	625	-2.0%	1.1%
O=C(CNC(=O)c1ccc2ccccc2c1)NCc1ccccc1F	-2.4	661	3.2%	0.1%
Cc1cc(C)n(S(=O)(=O)c2ccc(F)cc2)n1	-1.4	844	2.0%	1.1%
COc1ccc2oc(=N)c(C(=O)Nc3ccc(Cl)cc3)cc2c1	2.7	822	4.8%	-0.5%
Cc1ccc(C(=O)NCCNC(=O)COc2ccc(C)c(C)c2)cn1	-23.5	730	7.9%	0.4%
Cc1cccc(CN2CCCC(C(=O)N3CCCCC3)C2)c1 (stereo not given)	-7.5	825	2.5%	0.0%
O=C(CCN1C(=O)C2C3CCC(C3)C2C1=O)Nc1ccc(F)cc1 (stereo not given)	9.7	747	2.8%	0.4%
CNS(=O)(=O)Cc1ccc2[nH]cc(CCN(C)C)c2c1	2.8	759	2.4%	-0.9%&0.4%
COC(=O)CN1C(=O)[C@H]2[C@@H](c3ccc(C)o3)N3C(=O)CN(Cc4ccccn4)C(=O)[C@@]3(Cc3ccccc3)[C@H]2C1=O	1.2	745	5.5%	2.1%
CN(C)c1ccc(N=Cc2cccn2C)cc1	19.6	877	-5.2%	-0.5%
COc1ccc(CSc2nnnn2-c2ccc(C(N)=O)cc2)cc1[N+](=O)[O-]	12.9	417	2.0%	0.5%
COc1cccc(CN2CCC(Oc3ccc(C(=O)N4CCCCC4)cc3)CC2)c1O	6.1	731	1.3%	0.2%
COc1ccc(C(=O)NCC(=O)c2ccccc2)cc1	-2.2	777	-2.4%	2.1%
COc1ccc(S(=O)(=O)N2CCN(CC(=O)Nc3ccccc3OC)CC2)cc1	-5.3	742	-3.2%	-0.2%
COc1ccccc1NC(=O)Nc1cccc(C)n1	1.1	782	0.2%	0.0%
CCc1nc(SCc2ccc(OCC(C)C)cc2)n[nH]1	-3.3	822	7.3%	-1.2%
Cc1cc(C)cc(C(=O)Nc2cccnc2)c1	-0.5	811	3.6%	0.3%
CCc1ccc(-c2cc(C)no2)cc1S(=O)(=O)NCCc1ccc(S(N)(=O)=O)cc1	2.0	801	-3.6%	0.9%
CC(=O)N1CCN(c2ccccc2NC(=O)c2cccs2)CC1	2.1	680	3.9%	2.7%[50 µM]
CCN(CC)S(=O)(=O)c1ccc2c(c1)c(=O)c(C(=O)N1CCN(c3ccccn3)CC1)cn2C	-6.8	848	-1.6%	0.3%
CCOC(=O)c1csc(CCNC(=O)c2oc3c(Cl)cc(C)cc3c2C)n1	4.0	862	3.7%	0.4%
COc1ccc(OC)c(C2c3[nH]c4ccccc4c3C[C@H]3C(=O)N(C4CC4)CC(=O)N23)c1 (stereo not given in full)	-1.3	842	3.9%	0.1%
Cc1c(C)c2ccc(OCC(=O)NCCCn3ccnc3)cc2oc1=O	-11.1	756	9.3%	0.0%
O=C(N/N=C/c1cc(Cl)cc([N+](=O)[O-])c1O)c1ccc2c(c1)OCO2	9.5	852	-18.7%	0.8%
COc1ccc(OC(=O)c2ccc(OC)c(S(=O)(=O)N3CCOCC3)c2)cc1	-7.3	636	16.9%	1.4%[50 µM]
C[C@H](NC(=O)C1(c2ccccc2)CCN(C(=O)OC(C)(C)C)CC1)C(=O)N[C@@H](C(=O)O)c1ccccc1	-3.6	782	-3.7%	1.9%
Cc1ccccc1-c1nnc(CN2CCN(C(=O)c3ccco3)CC2)o1	-14.2	819	-1.0%	-0.1%
CCOc1cc(C2C(C(=O)c3ccco3)=C(O)C(=O)N2Cc2ccccc2)ccc1O (stereo not given)	-0.2	843	-0.9%	0.5%

Part of the list above in order of heavy-atom count, ascending.
SMILES	Hep lipid drop	Hep lipid drop cells 6.5 µM	Siah-1 displacement	K1F lysis inhibition
Cc1cc(C)cc(C(=O)Nc2cccnc2)c1	-0.5	811	3.6%	0.3%
CC(NC(=O)CN1CCOCC1)c1ccccc1 (stereo not given)	-2.0	829	2.7%	0.4%
COc1ccccc1NC(=O)Nc1cccc(C)n1	1.1	782	0.2%	0.0%
CNS(=O)(=O)Cc1ccc2[nH]cc(CCN(C)C)c2c1	2.8	759	2.4%	-0.9%&0.4%
COc1cc(SC)ccc1C(=O)N1CCc2ccccc21	-5.9	799	-1.3%	-1.5%
Cc1cccc(CN2CCCC(C(=O)N3CCCCC3)C2)c1 (stereo not given)	-7.5	825	2.5%	0.0%
COc1ccc2oc(=N)c(C(=O)Nc3ccc(Cl)cc3)cc2c1	2.7	822	4.8%	-0.5%
O=C(CCN1C(=O)C2C3CCC(C3)C2C1=O)Nc1ccc(F)cc1 (stereo not given)	9.7	747	2.8%	0.4%
Cc1ccc(C(=O)NCCNC(=O)COc2ccc(C)c(C)c2)cn1	-23.5	730	7.9%	0.4%
Cc1c(C)c2ccc(OCC(=O)NCCCn3ccnc3)cc2oc1=O	-11.1	756	9.3%	0.0%
COc1ccc(CSc2nnnn2-c2ccc(C(N)=O)cc2)cc1[N+](=O)[O-]	12.9	417	2.0%	0.5%
COc1ccc(OC(=O)c2ccc(OC)c(S(=O)(=O)N3CCOCC3)c2)cc1	-7.3	636	16.9%	1.4%[50 µM]
COc1ccc(S(=O)(=O)N2CCN(CC(=O)Nc3ccccc3OC)CC2)cc1	-5.3	742	-3.2%	-0.2%
CCc1ccc(-c2cc(C)no2)cc1S(=O)(=O)NCCc1ccc(S(N)(=O)=O)cc1	2.0	801	-3.6%	0.9%
CCOc1cc(C2C(C(=O)c3ccco3)=C(O)C(=O)N2Cc2ccccc2)ccc1O (stereo not given)	-0.2	843	-0.9%	0.5%
COc1cccc(N2CCN(C(=O)CCS(=O)(=O)c3ccc4c(c3)oc(=O)n4C)CC2)c1	-3.4	625	-2.0%	1.1%
C[C@H](NC(=O)C1(c2ccccc2)CCN(C(=O)OC(C)(C)C)CC1)C(=O)N[C@@H](C(=O)O)c1ccccc1	-3.6	782	-3.7%	1.9%
COC(=O)CN1C(=O)[C@H]2[C@@H](c3ccc(C)o3)N3C(=O)CN(Cc4ccccn4)C(=O)[C@@]3(Cc3ccccc3)[C@H]2C1=O	1.2	745	5.5%	2.1%

(cont.)
SMILES	Hep lipid drop	Hep lipid drop cells 6.5 µM	Siah-1 displacement	K1F lysis inhibition
O=C(c1ccc(-n2ccnc2)cc1)N1CCCC(CO)(Cc2cccc(Cl)c2)C1 (stereo not given)	-3.4	740	3.0%	0.5%
CN(C)c1nc2c(c(=O)[nH]c(=O)n2C)n1CCOc1ccccc1	-2.2	802	7.8%	i
COc1ccc(OC)c(NC(=O)NNC(=O)COc2ccc([N+](=O)[O-])cc2)c1	14.3	820	0.1%	0.7%[50 µM]
Cc1ccccc1NC(=O)c1cc(S(=O)(=O)Nc2cccc(C(=O)O)c2)ccc1Cl	-1.8	828	-3.7%	0.2%
Cc1cccc(NC(=O)c2ccc(S(=O)(=O)NCc3cccnc3)cc2)c1	-23.4	796	3.0%	0.0%
CC1CCN(CCCNC(=O)Cn2ncc3c([nH]c4ccccc43)c2=O)CC1	-15.5	739	-5.0%	0.1%
CC1(NC(=O)NCCCCCCNC(=O)NC2(C)CCS(=O)(=O)C2)CCS(=O)(=O)C1 (stereo not given)	-0.2	773	-3.6%	0.6%
COc1ccc(CCNC(=O)CN(c2cc(C)cc(C)c2)S(=O)(=O)c2c(C)noc2C)cc1OC	-21.5	680	4.6%	-0.2%
Nc1cc(=O)[nH]c(SCC(=O)c2ccc(O)cc2O)n1	-0.1	842	5.1%	0.1%
COc1cccc(CN2CCC(n3nccc3NC(=O)CCOc3ccccc3)CC2)c1O	-1.3	743	-1.8%	0.1%
COc1cccc(C2CC(c3cccs3)=NN2C(=O)CSC2=NCCS2)c1OC (stereo not given)	13.2	588	-2.9%	-1.1%[50 µM]
COc1ccc(C(=O)C2CCN(CC(=O)Nc3ccc(C)cc3)CC2)cc1	2.8	818	-5.2%	0.4%
O=C(C1CCN(S(=O)(=O)c2cnc[nH]2)CC1)N1CCN(c2ccc([N+](=O)[O-])cc2)CC1	3.1	689	10.2%	0.0%
CCn1c(CNC(=O)c2cc(OC)c(OC)c(OC)c2)cc2cc(C)ccc21	1.9	846	-0.7%	-0.1%
Cc1ccc(Cc2c(C)nc3nc(SCC(=O)NCCCN4CCCC4)nn3c2C)cc1	-1.9	796	3.0%	0.0%
CCNC(=O)/C(C#N)=C/c1c(N2CCCCCC2)nc2c(C)cccn2c1=O	-26.2	835	2.2%	-0.1%
CC(=O)Nc1ccc(N/C=C/C(=O)c2ccc(C)cc2)cc1	4.0	833	-4.6%	0.1%
O=C(C1CCN(C2CCN(Cc3ccsc3)CC2)CC1)N1CCOCC1	-9.5	712	1.3%	-0.3%
COc1cc([N+](=O)[O-])ccc1NC(=O)NNC(=O)CCc1ccccc1	4.0	820	11.9%	-1.0%[50 µM]
CC1CCCN(S(=O)(=O)c2csc(C(N)=O)c2)C1 (stereo not given)	0.0	746	-2.9%	0.1%
O=C(COc1ccc(S(=O)(=O)N2CCOCC2)cc1Cl)NCc1ccccn1	-0.2	755	-3.4%	0.2%
Cc1csc(CN(C)C(=O)CC2C(=O)NCCN2Cc2ccc(Cl)c(F)c2)n1 (stereo not given)	19.5	749	-8.1%	-0.2%
Cc1ccc(N2N=C(C(=O)O)CCC2=O)cc1Cl	22.5	833	-0.1%	0.1%
Cc1ccc(NC(=O)c2cc(C)nc3ccccc23)cc1	2.7	845	-4.2%	2.0%
CN(C)Cc1c(C(=O)N/N=C/c2cccc(OCc3ccccc3)c2)nnn1-c1nonc1N	19.9	711	-4.3%	0.1%
CCN1CCN(C(=O)c2cc(COc3ccc(C(C)=O)cc3OC)on2)CC1	-9.8	670	6.3%	0.0%
O=C(CSc1n[nH]c(-c2ccco2)n1)Nc1ccc(F)cc1	-2.6	730	13.0%	0.7%
O=C(CNS(=O)(=O)c1ccc(Br)s1)NCc1ccccc1	3.5	825	1.3%	0.4%
COc1ccc(/C=N/n2c(C3CCCCC3)n[nH]c2=S)c(OC)c1	-0.3	807	3.6%	-1.3%[50 µM]
CCn1c(SCC(=O)Nc2ccc(OC)cc2)nc2c(c1=O)SCC2	-0.8	786	-2.4%	3.0%[50 µM]
Cc1cc(OCc2ccc(C(=O)Nc3ccc(C(=O)O)cc3)o2)ccc1Cl	20.5	806	-2.6%	0.1%
CC(=O)C1=C(C)Nc2ncnn2C1c1ccc(F)cc1 (stereo not given)	13.6	809	1.8%	0.3%
CCS(=O)(=O)N1CCC(C(=O)Oc2ccccc2OC)CC1	4.6	819	0.8%	-1.0%
COC(=O)c1ccccc1NC(=O)CCS(=O)(=O)c1cc2c(cc1C)NC(=O)CO2	8.0	743	4.7%	-2.6%
O=[N+]([O-])c1ccc(Nc2ccccc2)c2nonc12	-30.1	797	2.4%	0.3%
O=C1NC(=O)/C(=C\c2cn(CC(=O)N3CCOCC3)c3ccccc23)S1	-1.7	795	1.1%	0.6%
CCN(Cc1ccncc1)C(=O)c1cc(COc2ccc(F)cc2Cl)on1	-26.3	695	1.6%	-0.2%
Cc1ccc(C(=O)NCCN2CCOCC2)cc1C	-19.7	785	-3.4%	0.5%
CC(CCN1C(Nc2ccccc2)=NC[C@@H]1Cc1ccccc1)c1ccccc1 (stereo not given in full)	-17.6	754	-3.3%	0.6%
COc1ccccc1N1C(=O)CSC1=S	-1.7	848	0.0%	1.1%
CCN(CC)CCCNC(=O)c1ccc(C)c(NC(=O)C2=C(C)OCCS2)c1	2.0	807	7.9%	0.2%
CS(=O)(=O)N1CCC(Oc2cccc(C(=O)NCCCC3CCCC3)c2)CC1	-5.2	674	-3.7%	0.4%
COc1ccccc1CNC(=O)C1CCN(S(=O)(=O)c2ccc(N3CCCC3=O)cc2)CC1	0.7	653	-3.2%	0.4%
COc1ccc(NC(=O)NC(C)c2ccc3c(c2)OCO3)cc1OC (stereo not given)	-2.0	747	1.3%	1.4%[50 µM]
COc1ccc(C(=O)NCCc2ccccc2F)cc1OC1CCN(C(C)=O)CC1	4.8	853	-3.4%	1.4%[50 µM]
Cc1cccc(C)c1NC(=O)CNC(=O)c1cn(-c2ccccc2)nc1-c1ccccc1	1.4	799	0.9%	0.0%[50 µM]

Compound activity: PubChem BioAssay, several laboratories
